High-throughput results deposited in PubChem BioAssay by National Center for Advancing Translational Sciences (NCATS).
D1 antag: blocks dopamine activation of the human D1 receptor; P21728; HEK293 TREx D1 cells, calcium flux, dopamine EC80; hits give low values; activity change, negative = inhibition, % at 10 µM; 360,000 tested, 3.2% active; AID 504652; in the data active means activity change below about -30%; further: on the % scale 0 is the no-effect control and ±100 the full control effect
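Kinetic fluorescence of a calcium dye serves as the read-out. D1-expressing Hek293 Trex cells, induced overnight at 30 C, are exposed to compound for 180 s before an EC80 dopamine addition, then read 180 s further.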
RXFP1 antagonist: blocks the human relaxin receptor RXFP1; 350,000 tested, 0.59% active; Q9HBX9; activity change, negative = inhibition, % at 57.5 µM; AID 1259400; HEK293-RXFP1, relaxin-stimulated cAMP HTRF, 30 min; hits give low values;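 active means activity change of -60% or lower, but not beyond a set lower limit; inconclusive means change between -60% and -40%, or beyond the set limit; inactive means change above -40%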; further: on the % scale 0 is the no-effect control and ±100 the full control effect
Target sequence (Q9HBX9 whole entry, looked up): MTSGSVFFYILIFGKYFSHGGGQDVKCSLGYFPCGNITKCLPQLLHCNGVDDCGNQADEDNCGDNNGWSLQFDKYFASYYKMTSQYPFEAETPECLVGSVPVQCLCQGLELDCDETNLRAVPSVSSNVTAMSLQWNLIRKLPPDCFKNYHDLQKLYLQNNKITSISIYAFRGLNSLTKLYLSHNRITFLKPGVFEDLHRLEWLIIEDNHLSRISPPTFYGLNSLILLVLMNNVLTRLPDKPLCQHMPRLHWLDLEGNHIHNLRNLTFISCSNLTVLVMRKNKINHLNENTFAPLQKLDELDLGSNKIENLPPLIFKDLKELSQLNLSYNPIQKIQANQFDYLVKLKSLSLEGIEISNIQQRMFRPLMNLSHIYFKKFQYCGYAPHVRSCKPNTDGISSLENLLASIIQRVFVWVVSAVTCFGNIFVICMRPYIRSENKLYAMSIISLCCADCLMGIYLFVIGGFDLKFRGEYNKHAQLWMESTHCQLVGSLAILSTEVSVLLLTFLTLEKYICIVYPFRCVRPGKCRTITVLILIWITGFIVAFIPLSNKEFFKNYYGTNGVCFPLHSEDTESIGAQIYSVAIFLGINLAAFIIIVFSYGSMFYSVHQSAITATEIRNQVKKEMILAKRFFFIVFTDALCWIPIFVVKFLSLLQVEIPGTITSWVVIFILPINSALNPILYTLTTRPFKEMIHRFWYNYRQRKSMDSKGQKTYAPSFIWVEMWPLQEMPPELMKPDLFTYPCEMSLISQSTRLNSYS
Vif-APOBEC3F blk: blocks the Vif interaction with APOBEC3F; Potency, µM (titrated, usually from 46.1 µM), inactives show at the top dose activity, negative = active; HeLa A3F-eYFP + Vif (tagged APOBEC3F with the HIV-1 protein that degrades it), YFP fluorescence increase; 390,000 tested, 0.2% active; further: potency means the concentration at half of the fitted maximal effect; % of control where 0% means no effect; nearly all actives have a fitted effect of over 65% in size
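HeLa cells stably expressing Vif plus C-terminally eYFP-tagged A3F were seeded, incubated overnight at 37 deg C, dosed with compound, incubated overnight again at 37 deg C. Yellow fluorescence (Ex 488/Em 500-530) reported blocked Vif-mediated A3F-eYFP degradation.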
D1 PAM: human D1 dopamine receptor positive modulation; 360,000 tested, 0.036% active; HEK293 TREx D1 cells, calcium flux, dopamine EC20 potentiation; potentiation, % at 10 µM; P21728; AID 504651; in the data active means potentiation above about 30%; further: 0% is about no effect
D1 agonist: activates the human D1 dopamine receptor. 360,000 tested, 1% active. activation, % at 2 µM. P21728. AID 504660. HEK293 T-REx D1 cells, calcium flux, agonist mode; in the data active means activation above about 30%; further: 0% is about no effect
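Tetracycline-induced HEK293 TREx D1 cells, force-coupled to calcium signalling, were dye-loaded with a no-wash calcium kit. Compound was pin-added after a 10 s baseline. Fluorescence was read kinetically at 1 cycle/s for 180 s, with calcium rises flagged as agonism.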
Glioma ERSR ind: inducers of ER stress response in human glioma cells. U87-MG GRP78 promoter luciferase reporter, 16 h. Potency, µM, for the others: at the top dose activation, actives largely listed as activators. 420,000 tested, 0.02% active. AID 602332; further: potency means the concentration at half of the fitted maximal effect; series mostly up to about 76 µM; % of control where 0% means no effect; nearly all actives have a fitted effect of over 35% in size
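Stably transfected U87-MG human glioma cells carrying a GRP78-based luminescent sensor were seeded at 1000 cells/well, pin-dosed with compounds and incubated 16 h. Luciferase reagent was then added, and end-point luminescence was read after 10 min at room temperature.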
Vif-A3G inh: inhibitors of Vif-APOBEC3G interaction. Q9HC16. HeLa A3G-eYFP + Vif (tagged APOBEC3G with the HIV-1 protein that degrades it), YFP fluorescence, overnight. Potency, µM (top dose mostly 46.1 µM), for the others: at the highest dose activity, negative = active, hits mostly inhibitors. 410,000 tested, 0.076% active. AID 602310;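 further: potency means the concentration at half of the fitted maximal effect; on the % scale 0 is the no-effect control and ±100 the full control effect; nearly all actives have a fitted effect of over 60% in size; hits raise eYFP signal because A3G escapes Vif-driven loss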
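HeLa cells stably expressing Vif and C-terminally eYFP-tagged A3G, seeded overnight at 37 deg C, then exposed to compound by pintool overnight at 37 deg C. Rise in yellow fluorescence (Ex 488/Em 500-530, Acumen) marks blocked Vif-driven A3G degradation.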
RXFP1 ag: RXFP1 (human) receptor agonism. Q9HBX9. HEK293T-RXFP1 cAMP TR-FRET, 30 min; response scale: percent of porcine relaxin response, buffer zero. Potency, µM (titrated, usually from 57.5 µM), for the others: at the highest dose activation, most hits filed as activators. 370,000 tested, 0.3% active; further: potency means the concentration at half of the fitted maximal effect; on the % scale 0 is the no-effect control and ±100 the full control effect; nearly all actives have a fitted effect of over 60% in size; many of its hits are not listed in these tables
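cAMP rise read by TR-FRET after 30 min, 37C compound exposure (up to 58 uM) in RXFP1-transfected HEK293 cells with Ro 20174 present. EC50 from Hill-equation fits, with 29 nM porcine relaxin as 100% and buffer as basal.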
D2 potentiator: positively modulates the human D2 dopamine receptor allosterically | 340,000 tested, 0.34% active | HEK293 T-REx D2, calcium flux, EC20 dopamine potentiation | potentiation, % at 10 µM | AID 485347 | P14416;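 active means potentiation over 3 SD above the plate norm, cut at about 30% in these data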; further: 0% is about no effect
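Tetracycline-induced HEK293 T-REx cells force-coupled to calcium signalling expressed D2; compounds were pin-added after a 10 s baseline, read kinetically 180 s, then an EC20 dopamine challenge followed with a further 180 s calcium read.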
* = called active by the depositor; ? = inconclusive; · = no result given. Unless noted, the call rests on the fitted dose curve; in most records, active means well fitted curve in the direction sought with a large enough effect; inconclusive means small, poorly fitted or top-dose-only effect, or another doubt; inactive means no such curve, though single readings can be large; an effect the other way counts as inactive or inconclusive.

SMILES | D1 antag | RXFP1 antagonist | Vif-APOBEC3F blk | D1 PAM | D1 agonist | Glioma ERSR ind | Vif-A3G inh | RXFP1 ag | D2 potentiator
CCN1CCN(c2cc(C)c3cc(NC(=O)c4ccc(Br)o4)ccc3n2)CC1 | -11.8 | 7.7 | -6.4% | 0.5 | -1.0 | 3.5% | -0.3% | 0.7% | 4.9
CCOC(=O)c1ccc(N2C(=O)C(O)=C(C(C)=O)C2c2ccc([N+](=O)[O-])cc2)cc1 (centres undefined) | -20.8 | 1.0 | 2.8% | 0.9 | 2.2 | -1.0% | -0.6% | -1.1% | 8.7
CCc1ccc2[nH]c(=O)c(C(c3nnnn3CCOC)N3CCN(c4ccccc4)CC3)cc2c1 (centres undefined) | -9.9 | -0.4 | 10.5% | -5.0 | 3.2 | -2.0% | -2.9% | 3.2% | 9.5
CCOC(=O)CSc1n[nH]c(NC(=O)c2ccc(F)cc2)n1 | -27.6 | 10.3 | -0.8% | -1.2 | 2.3 | -9.6% | 1.7% | -1.8% | -4.5
Cn1c(C(=O)NCc2ccc3c(c2)OCO3)cc2sccc21 | -24.1 | 8.3 | -1.2% | -9.8 | 1.6 | -1.3% | -7.6% | 1.7% | -4.1
COC(=O)C[C@H]1C[C@H]2c3cc(NC(=O)C4CCOCC4)ccc3O[C@H]2[C@H](CO)O1 | · | 2.6 | 0.1% | · | · | -7.0% | 1.8% | · | ·
CN(CC(=O)Nc1ccc(F)cc1)c1ccc(S(=O)(=O)N2CCCC2)cn1 | -23.9 | -7.0 | 0.8% | -2.2 | 4.0 | -4.4% | 3.8% | -1.6% | 5.7
Cc1sc2nc(CN3CCOCC3)nc(N3CCOCC3)c2c1C | -6.9 | -22.6 | -2.5% | -1.6 | 0.2 | -5.5% | -5.6% | 0.1% | 4.6
COc1ccc(C(=O)N2CCN(c3ccc(NC(=O)Cc4ccccc4)cc3)CC2)cc1 | 4.2 | -15.8 | 7.6% | -1.6 | 1.3 | -6.0% | 1.5% | -0.9% | 4.3
CCc1ccccc1-n1cnc2cc(C(=O)O)ccc21 | -7.1 | -1.5 | 1.4% | -5.9 | 3.5 | -3.2% | 0.6% | 2.6% | 4.9
CC1c2[nH]c3ccccc3c2C[C@H]2C(=O)N(CCCO)CC(=O)N12 (some centres undefined) | -1.8 | 1.6 | -2.3% | 3.0 | 1.6 | -4.7% | 0.6% | -0.4% | 0.5
COC(=O)CSc1[nH]c2ccccc2c1[N+](=O)[O-] | -16.2 | -14.0 | 0.3% | -3.0 | 1.5 | 15.0% | 2.4% | 3.1% | ·
Cc1ccc(C(=S)NCS(=O)(=O)c2ccc(C)cc2)cc1 | · | 5.6 | -3.6% | · | · | -3.1% | -1.3% | 1.2% | ·
N#C/C(=C/c1ccc(CNC(=O)C(=O)Nc2cc(Cl)cc(Cl)c2)o1)C(=O)NCc1cccnc1 | -62.9* | 10.5 | 1.2% | -4.8 | 0.0 | -4.6% | -1.4% | 4.0% | 11.1
COc1ccc(-c2cc(OC(=O)c3ccccc3C)c3c(C)oc(C)c3c(=O)c2)cc1 | -1.8 | -16.3 | -1.7% | -4.4 | 2.3 | -3.2% | 11.2% | 0.1% | 4.9
COc1ccc(NC(=O)CSc2nc3ccccc3nc2N2CCOCC2)cc1 | -9.0 | 2.9 | 0.2% | 0.8 | 3.0 | -2.1% | -2.4% | 4.9% | 5.5
COc1ccc(-c2nn3c(C4CCCCC4)nnc3s2)cc1OC | 4.3 | 9.5 | -6.4% | 9.2 | -1.5 | 0.3% | -8.1% | 12.1% | 6.7
CN(C(=O)COC(=O)c1cc(F)c(F)cc1Cl)c1ccccc1 | 4.9 | -15.6 | -7.4% | -6.2 | 0.1 | -2.6% | -6.3% | -0.7% | -0.9
CC1CCCN(C(=O)COC(=O)c2cccc(NS(=O)(=O)c3ccccc3)c2)C1 (centres undefined) | -7.1 | -3.2 | 2.8% | -2.6 | -0.4 | -1.4% | -3.2% | 2.2% | 3.6
Cc1cc(C(F)(F)F)n2ncc(-c3cccc(Br)c3)c2n1 | -10.2 | 0.3 | -1.2% | -4.2 | 1.5 | -1.5% | -3.7% | -0.6% | 13.3
COc1ccccc1-n1cnc2sc(C)c(C)c2c1=O | -1.7 | 2.9 | -0.5% | -4.7 | 1.7 | 1.6% | 2.5% | -0.8% | 6.5
Cc1cccc(-n2ncc3c2CCCC3NC(=O)C2(C(N)=O)CC2)c1C (centres undefined) | -3.9 | 5.4 | -2.2% | -8.2 | 5.9 | -5.6% | -1.8% | -0.3% | ·
CCOc1ccc(Nc2c(S(=O)(=O)c3ccc(Cl)cc3)cnc3ccc(OCC)cc23)cc1 | 11.9 | -18.1 | 4.0% | 0.8 | 4.0 | -3.1% | 4.3% | -0.5% | 5.1
N#Cc1cccc(NC(=O)C2CCN(c3ncccn3)CC2)c1 | -10.3 | · | -10.3% | -1.6 | 3.8 | -0.4% | -1.7% | -1.6% | 1.3
CCOP(=O)(OCC)C(NC(=O)c1cccs1)c1ccccc1 (centres undefined) | -9.7 | -4.3 | -19.3% | -8.9 | 0.1 | -7.7% | 0.1% | 3.6% | -3.1
SMILES | D1 antag | RXFP1 antagonist | Vif-APOBEC3F blk | D1 PAM | D1 agonist | Glioma ERSR ind | Vif-A3G inh | RXFP1 ag | D2 potentiator
COc1cc(C2C(C#N)=C(N)Oc3n[nH]c(-c4cccnc4)c32)ccc1OCC(N)=O (centres undefined) | 0.6 | 1.4 | -22.4% | -1.8 | 2.4 | 1.6% | 1.5% | -0.7% | -5.2
C[C@H]1CN([C@@H](C)CO)S(=O)(=O)c2ccc(/C=C/c3ccccc3)cc2O[C@H]1CN(C)C(=O)NC1CCCCC1 | · | -6.8 | 0.4% | · | · | -1.9% | -13.2% | · | ·
COC(=O)Nc1ccc(S(=O)(=O)NCCCCCC(=O)O)cc1 | -6.8 | -12.2 | -7.1% | -2.4 | 3.5 | -3.1% | 0.0% | 0.7% | -14.7
O=C(O)CSCc1c(F)cccc1Cl | 0.8 | · | -5.4% | -6.4 | 1.3 | -1.6% | 0.9% | -0.7% | -2.8
Cc1[nH]c2ccccc2c1C(c1ccccc1)c1cccs1 (centres undefined) | 7.9 | · | 1.4% | -2.1 | 0.8 | -4.9% | -10.0% | -0.4% | 7.8
O=C(CCc1nnc(-c2ccc(-c3ccccc3)cc2)o1)NCCc1ccccn1 | -1.4 | -15.5 | 0.2% | -5.0 | 5.9 | -14.3% | 3.2% | -2.0% | -4.1
S=C(Nc1cc(Cl)ccc1Oc1ccccc1)N1CCN(c2ccccn2)CC1 | -6.1 | 9.3 | -16.9% | -5.0 | 1.2 | -10.3% | -9.7% | 5.5% | 6.5
CCOc1ccccc1NC(=O)CN(Cc1ccccc1)S(C)(=O)=O | -15.9 | 12.9 | 3.6% | -4.8 | 2.8 | -1.4% | 1.4% | 1.3% | -3.8
COc1ccc(NC(=O)CN(C)C(=O)CCNC(=O)Nc2ccccc2)cc1 | 0.7 | -17.6 | 3.6% | 0.1 | 2.4 | -3.8% | 1.2% | 0.0% | ·
Cc1ccc(-c2noc(CN3CCN(Cc4ccccc4)CC3)n2)cc1 | 2.8 | -0.4 | 0.8% | -3.9 | -1.8 | 0.3% | 2.4% | 0.6% | 26.0
CCc1nnc(NC(=O)CSc2nc3c(cc2C#N)CCCC3)s1 | 10.0 | -5.4 | -6.3% | -1.8 | 1.9 | -4.0% | 0.7% | ? | 8.7
Cc1cc(C(F)F)n2nc(C(=O)Nc3ccccc3Br)nc2n1 | -11.3 | -6.2 | 1.8% | -0.8 | 0.9 | -0.6% | -0.6% | ? | -3.0
COc1ccccc1C(=O)N1CCN(Cc2nc(CC3CC3)no2)CC1 | -8.2 | 5.2 | -0.1% | 0.0 | 0.9 | 1.5% | 3.0% | -1.4% | 13.5
C=CCN(c1ccccc1)S(=O)(=O)c1cccc(C(=O)Nc2cc(C)ccn2)c1 | 1.1 | ? | 10.5% | 1.6 | 8.9 | 3.3% | -8.1% | 2.4% | 11.4
O=Cc1cc(CCC(=O)O)ccc1O | -2.9 | · | -2.8% | -5.1 | 4.3 | -5.5% | 0.1% | -3.0% | -8.8
CCCCOC(=O)C1C2C=C[C@]3(CN(C(C)c4ccc(OC)cc4)C(=O)[C@H]13)O2 (some centres undefined) | 7.5 | -6.5 | -6.4% | -6.2 | 2.6 | -1.5% | 0.0% | 4.6% | -9.2
COc1ccc(CN2C(=O)c3cccc4cccc2c34)cc1F | -7.8 | 5.6 | ? | -4.5 | 9.3 | -3.8% | ? | 11.1% | -0.4
CCC1SC2=NC(C)=C(C(=O)OCCOC)C(c3ccc(C(=O)OC)cc3)N2C1=O (centres undefined) | -3.7 | -1.4 | 3.0% | -0.2 | 1.3 | -0.7% | -3.7% | 3.2% | -6.2
O=C(COc1ccccc1)Nc1nnc(SCc2cc(=O)n3cc(Cl)ccc3n2)s1 | 3.4 | 4.0 | 4.8% | 1.1 | -1.7 | -3.9% | 1.7% | 8.6% | -0.9
COc1cccc(C(=O)NC(=S)Nc2cccnc2)c1 | -7.2 | 6.7 | 1.7% | -4.6 | 1.7 | 1.0% | -4.9% | 2.7% | 0.2
Cc1ccc(CNC(=O)CCSCc2cnn(-c3ccccc3)c2-n2cccc2)cc1 | -34.0* | -16.6 | 1.0% | -2.6 | -2.0 | -2.2% | -1.2% | 8.7% | 4.6
O=C(NCC1CCCO1)c1ccccc1NS(=O)(=O)c1cccs1 (centres undefined) | 4.6 | 0.2 | ? | 1.0 | 2.0 | -2.4% | -5.4% | -1.6% | -7.0
Clc1ccc(CCNc2ncnc3nc[nH]c23)cc1 | -35.5* | · | -2.0% | -5.3 | 19.3 | -0.8% | 2.2% | 0.2% | 8.1

A portion of the library; count on the stated rates, not on these rows.
